Screens from PubChem.
Tau FP inhib: qHTS for Inhibitors of Tau Fibril Formation, Fluorescence Polarization; K18 P301L tau heparin fibrillization, Alexa594 FP, 6 h; Potency, µM (doses to about 57.7 µM), for the others: top-dose activity, negative = inhibition, most hits filed as inhibitors; 0.39% of 280,000 active; AID 1468, 2008; also: potency is read from the fitted curve at half-maximal effect; % is scaled to controls: 0 for no effect and ±100 for the full control effect; nearly all actives have a fitted effect of over 55% in size
Target sequence (P10636 561-689 P618L limits assumed): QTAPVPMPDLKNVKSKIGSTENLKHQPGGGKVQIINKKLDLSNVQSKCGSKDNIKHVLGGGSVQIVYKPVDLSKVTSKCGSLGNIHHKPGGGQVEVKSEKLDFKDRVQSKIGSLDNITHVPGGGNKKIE
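K18 P301L tau (15 uM unlabeled/0.24 uM Alexa 594-labeled, final) + compound + heparin 20 uM final; 100 mM NaOAc pH 7; 6 hr 37 C; ThT 30 uM final added, 1 hr RT; FP ex 555/em 632 nm.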
GLA spleen mod: qHTS Assay for Inhibitors and Activators of Human alpha-Galactosidase From Spleen Homogenate; Alpha-galactosidase A (Homo sapiens), P06280; human spleen homogenate, 4MU-alpha-Gal fluorescence, 40 min; Potency, µM (titrated, usually from 80 µM), inactives show at the top dose activity change, negative = inhibition, hits mostly inhibitors; 0.008% of 240,000 active; AID 2107, 2009;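 also: potency is read from the fitted curve at half-maximal effect; 0% = enzyme with vehicle and -100% = no enzyme basal signal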
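Human spleen homogenate (1 ug) was the enzyme source, with 4-methylumbelliferyl-alpha-D-galactopyranoside (1 mM final) in pH 5.0 citrate buffer with 0.01% Tween-20. Compounds were titrated; after 40 min at 37C, NaOH/glycine stop, 4-MU fluorescence read; AC50 from Hill fits.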
Tau fluor counter: Counterscreen qHTS for Inhibitors of Tau Fibril Formation, Fluorescence Polarization; tau K18 P301L (four-repeat tau fragment) Alexa594 fluorescence, heparin fibrillization; Potency, µM (highest dose often 57.7 µM), inactives show top-dose activity change, negative = decrease; 0.93% of 280,000 active; AID 1463, 2008; also: potency is read from the fitted curve at half-maximal effect; % is scaled to controls: 0 for no effect and ±100 for the full control effect; nearly all actives have a fitted effect of over 55% in size
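Human K18 P301L tau (15 uM unlabeled plus 0.24 uM Alexa 594-labeled, final) in 100 mM sodium acetate pH 7 was mixed with compound and 20 uM heparin and incubated 6 hr at 37 C.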
TRb-SRC2 inh: qHTS for Inhibitors of the Interaction of Thyroid Hormone Receptor and Steroid Receptor Coregulator 2; Thyroid hormone receptor beta (Homo sapiens), P10828; TRbeta-SRC2 peptide binding, fluorescence polarization; receptor liganded with 1 µM T3; Potency, µM (titrated, usually from 106 µM), for inactives: at the highest dose activity change, negative = inhibition, most hits filed as inhibitors; 0.065% of 280,000 active;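 also: potency is read from the fitted curve at half-maximal effect; plate controls were bound peptide for no effect and peptide without receptor for full effect; nearly all actives have a fitted effect of over 50% in size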
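Human TRb ligand-binding domain (0.6 uM) is mixed with 20 nM Texas Red SRC2 peptide and 1 uM T3; after compound addition and 5 hr at ambient temperature, polarization is measured and normalized to unbound and bound controls.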
TR SRC2 fluor cs: Total Fluorescence Counterscreen for Inhibitors of the Interaction of Thyroid Hormone Receptor and Steroid Receptor Coregulator 2; TRb/SRC2 Texas Red total fluorescence interference; Potency, µM (highest dose often 106 µM), for inactives: at the top dose fluorescence change, negative = quenching; 0.29% of 280,000 active; active = well fitted curve in either direction with a large enough effect; inconclusive = small, poorly fitted or top-dose-only effect; also: potency is read from the fitted curve at half-maximal effect; % is scaled to controls: 0 for no effect and ±100 for the full control effect
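Human TRβ ligand-binding domain (0.6 uM) and Texas Red SRC2 peptide (20 nM) in Tris buffer with 1 uM T3 and 5% DMSO were incubated with pinned compound for 5 hr at ambient temperature. Total fluorescence was computed as S + 2P (555/632 nm).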
Epigenetic derep: Quantitative High-Throughput Screen for Regulators of Epigenetic Control. murine LDR cells, GFP reporter derepression, 30 h. Potency, µM (top dose mostly 53.9 µM), for the others: top-dose GFP activation, most hits filed as activators. 0.2% of 280,000 active; also: potency is read from the fitted curve at half-maximal effect; % of control where 0% means no effect; nearly all actives have a fitted effect of over 60% in size
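GFP-positive cell count by laser-scanning cytometry (objects 20–120 um) after 30 h, 37 C compound exposure of murine LDR cells; reporter is CMV-GFP integrated at a silenced locus, inducible by HDAC or DNMT inhibitors.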
CBFb RUNX1 block: qHTS Assay for Compounds Blocking the Interaction Between CBF-beta and RUNX1 for the Treatment of Acute Myeloid Leukemia; Runt-related transcription factor 1 (Homo sapiens) + Core-binding factor subunit beta …; AlphaScreen CBFb-His/RUNX1-biotin binding, biochemical; Potency, µM (series often up to 59.8 µM), for inactives: top-dose activity, negative = inhibition, hits mostly inhibitors; 230,000 tested, under 10 active; AID 1477, 2009; also: % of control where 0% means no effect
Target sequence (Q01196 whole entry, looked up): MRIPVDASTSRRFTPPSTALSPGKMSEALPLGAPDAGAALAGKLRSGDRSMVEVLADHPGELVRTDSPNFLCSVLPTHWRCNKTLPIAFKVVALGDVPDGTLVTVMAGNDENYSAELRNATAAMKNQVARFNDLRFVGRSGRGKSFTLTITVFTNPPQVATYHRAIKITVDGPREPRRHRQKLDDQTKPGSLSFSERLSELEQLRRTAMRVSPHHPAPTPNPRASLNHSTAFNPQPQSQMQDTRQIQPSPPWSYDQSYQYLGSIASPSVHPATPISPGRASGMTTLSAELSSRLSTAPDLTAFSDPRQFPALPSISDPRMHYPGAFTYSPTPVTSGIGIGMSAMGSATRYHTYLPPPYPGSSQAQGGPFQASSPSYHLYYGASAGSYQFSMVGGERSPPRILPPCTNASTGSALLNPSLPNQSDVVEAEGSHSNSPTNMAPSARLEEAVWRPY
Target sequence (Q13951 whole entry, looked up): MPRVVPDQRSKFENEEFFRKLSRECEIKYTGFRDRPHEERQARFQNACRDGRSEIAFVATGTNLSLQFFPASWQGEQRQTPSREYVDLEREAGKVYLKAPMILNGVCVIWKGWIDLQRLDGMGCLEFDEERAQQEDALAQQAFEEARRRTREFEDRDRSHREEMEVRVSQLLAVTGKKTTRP
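Bead-based AlphaScreen assay; binding partners His-tagged CBF-beta and biotinylated RUNX1 at 30 nM each. Compound exposure 15 min after a 20-min protein preincubation; bead step 90 min; all steps at room temperature.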
NPSR antagonist: qHTS Assay for Antagonists of the Neuropeptide S Receptor: cAMP Signal Transduction; Q6W5P4; CHO-NPSR cells, cAMP TR-FRET, antagonist mode; Potency, µM (series often up to 38.3 µM), for the others: at the top dose activity change, negative = inhibition, hits mostly inhibitors; 1% of 220,000 active; also: potency is read from the fitted curve at half-maximal effect; % is scaled to controls: 0 for no effect and ±100 for the full control effect; nearly all actives have a fitted effect of over 50% in size; many of its hits are not listed in these tables
* = called active by the depositor; ? = inconclusive; . = not tested or not shown; & = joins results of further samples; [ ] = dose if it differs, or a comment. Unless noted, calls follow the shape of the dose curve; as a rule, active = well fitted curve in the direction sought with a large enough effect; inconclusive = small, poorly fitted or top-dose-only effect, or another doubt; inactive = no such curve, though single readings can be large; an effect the other way counts as inactive or inconclusive.

smiles	Tau FP inhib	GLA spleen mod	Tau fluor counter	TRb-SRC2 inh	TR SRC2 fluor cs	Epigenetic derep	CBFb RUNX1 block	NPSR antagonist
COc1ccc2c(OC)c3ccoc3nc2c1OC	-3.4%&1.7%	-0.8%	2.5%&-2.3%	4.4%	-6.4%	-4.5%	1.5%[21.7 µM]	-2.3%
Cc1cc(C)nc(SCCC(=O)N(C)C)n1	-5.8%	-1.4%	-12.9%	-3.2%	-1.0%	-9.4%	3.1%	-8.1%[46.1 µM]
CCOC(=O)c1nnn(CC(=O)N2N=C(c3ccc(Cl)cc3)CC2c2ccc(OC)cc2)c1C(=O)OCC (stereo not given)	-3.8%	5.0%	-0.9%	-1.2%	-8.3%	5.8%	0.0%	-16.9%[46.1 µM]
CCOC(=O)c1cc(-c2csc(-c3cccc(Cl)c3)n2)on1	2.4%	-4.0%	-6.9%	-7.4%	0.6%	1.6%	-7.8%	-8.3%
O=C(c1ccc(S(=O)(=O)N2CCOCC2)cc1)N1CCN(c2ccc(F)cc2)CC1	-0.7%	-6.1%	-8.5%	6.5%	0.5%	-1.0%	-5.7%	-9.7%[46.1 µM]
COc1cccc(C(=O)N(Cc2ccco2)Cc2cc3cccc(C)c3[nH]c2=O)c1	3.7%	14.1%	-1.4%	0.7%	0.0%	2.5%	-0.4%	-22.7%[46.1 µM]
NC(=O)CC(NC(=O)Cc1cccc2ccccc12)c1ccc(N2CCN(c3ccc(F)cc3)CC2)c([N+](=O)[O-])c1 (stereo not given)	8.0%	-0.8%	?	5.3%	-0.1%	-1.9%	-15.0%	-21.9%
Cc1ccc(NC(=O)CSc2nnc(-c3ccco3)c(-c3ccco3)n2)cc1	?	-7.2%	?	1.2%	?	1.2%	.	-11.1%[46.1 µM]
CCN(CC(=O)NCc1cccs1)c1ccc(S(=O)(=O)N2CCCC2)cn1	-1.5%	-2.3%	-3.2%	2.4%	-2.6%	-0.9%	-5.9%	2.6%
Cc1cc(C)c2c(CC(=O)Nc3nccs3)coc2c1	0.4%	2.3%	3.7%	9.9%	2.3%	-1.1%	3.7%	1.7%[46.1 µM]
CCCCn1c(CCNC(=O)c2cccs2)nc2ccccc21	9.0%	-0.6%	-0.6%	11.6%	-2.9%	0.0%	2.0%	12.3%[46.1 µM]
Cc1cc(N2CCN(C)CC2)nc2ccc(NC(=O)CCC(=O)NCc3ccco3)cc12	-4.9%	23.5%	-1.0%	-11.2%	-0.4%	-2.0%	5.8%	-22.5%[46.1 µM]
O=C(Nc1cnc2ccccc2c1)N1CCOCC1	5.9%	-1.0%	4.1%	-2.5%	-0.8%	1.0%	2.4%	-13.9%[46.1 µM]
COc1ccccc1-n1c(N)cc(=O)nc1SCC(=O)Nc1cc(C)on1	11.6%	-9.3%	-1.0%	-8.8%	-1.7%	1.1%	3.7%	10.5%
CC(C)CO/N=C1/C[C@@H](O)[C@@H](O)[C@@H]2[C@@H]3C(=O)N([C@@H](C)c4ccccc4)C(=O)[C@H]3CC[C@@H]12	-7.3%[11.6 µM]	-3.7%[17.5 µM]	-4.6%[11.6 µM]	-0.4%[11.2 µM]	0.6%[11.2 µM]	0.8%[10.1 µM]	6.3%[13.1 µM]	.
CCc1ccc(S(=O)(=O)Nc2ccc3[nH]c(=O)sc3c2)cc1	-13.7%	.	?	-4.4%	-3.0%	0.0%	.	.
Cc1ccc(CNC(=O)C2CCN(S(=O)(=O)c3c(C)noc3/C=C/c3c(C)cc(C)cc3C)CC2)cc1	-4.8%	.	-9.0%	8.3%	-3.7%	-0.9%	.	.
COc1ccc(NC(=O)CSc2nnc3c4c(nc(-c5ccccc5)n23)CC(C)(C)OC4)cc1	6.1%	4.3%	-19.3%	0.7%	-1.3%	15.7%	1.7%	-13.0%
O=C(NCCc1ccccc1)C(=Cc1ccc(C(=O)O)cc1)C(=O)NCCc1ccccc1	-4.8%	-2.2%	-3.5%	4.6%	2.6%	-0.1%	2.3%	-2.2%
O=C1C(Oc2ccc(Cl)cc2)C(c2ccc3c(c2)OCO3)N1CC1CCCO1 (stereo not given)	12.2%	8.1%	15.2%	-7.2%	-3.8%	2.1%	-7.9%	?
Cc1ccccc1OCC(=O)N1N=C(C(F)(F)F)CC1(O)C(C)(C)C (stereo not given)	-2.9%	-2.4%	-17.4%	-2.3%	-0.9%	1.0%	2.5%	?
CCCOc1ccc(-c2nc(OCC)c3ccccc3n2)cc1	-5.9%	-5.7%	-10.8%	2.6%	0.2%	0.0%	-1.6%	-8.6%[46.1 µM]
O=C1c2ccccc2C(=O)c2cc(NC(=O)C3CC3)ccc21	5.6%	3.7%	-28.9%	3.7%	-13.8%	4.2%	-1.7%	-6.1%
COc1ccc(CNc2nc(-c3ccc(Cl)cc3)cc(C(F)(F)F)n2)cc1	?	.	-10.3%	0.4%	-2.0%	-1.4%	.	.
COC(=O)c1cccc(COC(=O)c2ccccc2NC(=O)c2ccco2)c1	-10.7%	3.6%	-21.2%	1.9%	-3.0%	-1.1%	7.7%	?
COc1ccc(N/N=C(\C#N)C(=N)N2CCOCC2)cc1	-2.8%	10.3%	-19.4%	0.9%	-2.9%	-1.2%	-3.3%	-31.1%
COc1ccc(-c2nnc(SC(=O)N3c4ccccc4Sc4ccccc43)o2)cc1	6.8%	7.4%	?	3.7%	-2.5%	0.8%	-21.2%	-20.2%[46.1 µM]
O=C(Cc1ccccc1)NN1C(=O)C2C3C=CC(C3)[C@@H]2C1=O (stereo not given in full)	2.0%	5.2%	1.8%	-7.5%[53 µM]	-0.3%[53 µM]	-1.3%	0.6%	15.5%
CCOC(=O)c1ccc(NC(=O)Nc2ccc(S(N)(=O)=O)cc2)cc1	-5.5%	5.3%	-8.9%	-7.3%	-4.9%	-0.8%	3.3%	3.2%[46.1 µM]
CC(C)(CN1CCC(Cc2ccccc2)CC1)NS(=O)(=O)c1ccccc1	-0.1%	-0.2%	-0.2%	-3.6%	-6.0%	-2.0%	11.7%	-23.6%
O=C(C1=COCCO1)N1CCN(C(c2ccccc2)c2ccccc2)CC1	-12.7%	0.1%	-12.0%	8.0%	1.1%	-1.1%	11.2%	-13.0%[46.1 µM]
O=C1c2ccccc2-c2ccc(C(=O)N3CCCCC3)cc21	-2.6%	-10.6%	3.3%	-3.8%	-0.3%	-2.7%	1.1%	-0.1%
COc1ccc([C@@H]2[C@H]3C(=O)N(c4cccc(C(F)(F)F)c4)C(=O)[C@H]3ON2C)cc1	0.5%	-4.1%	0.8%	0.5%	-5.1%	0.0%	12.6%	-4.0%[46.1 µM]
Cc1cccc(CCN(CC(=O)NC2CCCCC2)C(=O)c2csnn2)c1	3.6%	3.7%	1.2%	-6.3%	-2.6%	3.8%	4.2%	-10.2%
Cc1cccc(N2CCN(CC(O)COc3ccc(Cl)cc3)CC2)c1 (stereo not given)	10.1%	-4.1%	-17.4%	-2.7%	-1.2%	12.5%	11.5%	-45.9%
Cc1ccccc1-n1c(-c2ccc(=O)[nH]n2)n[nH]c1=S	3.7%	7.3%	-1.4%	0.8%	1.5%	1.0%	2.9%	-15.3%

Entries of single compounds from above. Values in the order: Tau FP inhib, GLA spleen mod, Tau fluor counter, TRb-SRC2 inh, TR SRC2 fluor cs, Epigenetic derep, CBFb RUNX1 block, NPSR antagonist
Profile of COc1ccc(-c2nnc(SC(=O)N3c4ccccc4Sc4ccccc43)o2)cc1 : 6.8%, 7.4%, ?, 3.7%, -2.5%, 0.8%, -21.2%, -20.2%[46.1 µM]
Profile of O=C1c2ccccc2-c2ccc(C(=O)N3CCCCC3)cc21 : -2.6%, -10.6%, 3.3%, -3.8%, -0.3%, -2.7%, 1.1%, -0.1%

Remaining list, next part.
smiles	Tau FP inhib	GLA spleen mod	Tau fluor counter	TRb-SRC2 inh	TR SRC2 fluor cs	Epigenetic derep	CBFb RUNX1 block	NPSR antagonist
CC(C)CCOCc1nc2sc3c(c2c(=O)[nH]1)CCC(C)C3 (stereo not given)	4.6%	10.0%	-2.1%	-1.4%	-3.0%	0.0%	-4.4%	-12.8%[46.1 µM]
CC(=O)Nc1ccc(S(=O)(=O)NCc2cn3c(C)csc3n2)cc1	-1.2%	0.4%	-1.1%	1.6%	-1.6%	-0.9%	9.8%	-5.9%[46.1 µM]
CN(Cc1cn(-c2ccccc2)nc1-c1cc2ccccc2o1)C(=O)CCC(=O)O	-4.1%	3.7%	6.9%	-3.8%	-2.5%	-2.7%	9.5%	-35.5%
O=C(NN1C(=O)C2C3C=CC(O3)C2C1=O)c1ccncc1 (stereo not given)	-6.3%	-1.2%	-7.0%	0.3%	2.0%	0.0%	-7.7%	10.8%
Cc1ccccc1-c1cc(Nc2ccc(F)cc2)ncn1	-3.2%	5.8%	-28.4%	9.3%	2.3%	2.1%	.	.
CCOc1ccc(C2=Nc3ccccc3C(c3ccc(N4CCOCC4)cc3)=NN2)cc1	19.4%	-10.8%	-16.9%	.	.	-1.1%	0.6%	-15.7%[46.1 µM]
Cc1ccc(OCCNC(=O)c2cccc(Oc3ccc(C(F)(F)F)cc3[N+](=O)[O-])c2)cc1	6.0%	8.1%	8.4%	12.6%	0.4%	0.0%	?	-43.9%
COc1ccc(CN2CCC(c3nc4ccc(Cl)cc4[nH]3)CC2)cc1	-1.8%	-6.3%	-6.9%	6.4%[53 µM]	-1.7%[53 µM]	-1.3%	-1.1%	54.9%
CNC(=O)NC(=O)COC(=O)/C=C/c1cccc(Br)c1	-3.8%	-2.7%	-0.6%	-8.5%	-1.9%	-1.1%	-11.9%	6.3%
Cc1ccc(OCC(=O)Nc2ccc(S(=O)(=O)Nc3ccccn3)cc2)cc1	?	-3.1%	6.2%	-5.0%	-1.1%	3.7%	3.9%	-6.0%

These rows are one share of the data; count on the stated rates, not on these rows.
